TRb SRC2 PPI = TRbeta-SRC2 interaction inhibition; 0.065% of 280,000 active; AID 1469; Potency, µM (top dose mostly 106 µM), for inactives: at the top dose activity change, negative = inhibition, most hits filed as inhibitors; TRbeta-SRC2 peptide binding, fluorescence polarization; receptor liganded with 1 µM T3; P10828;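 further: plate controls were bound peptide for no effect and peptide without receptor for full effect; nearly all actives have a fitted effect of over 50% in size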
Target sequence (P10828 whole entry, looked up): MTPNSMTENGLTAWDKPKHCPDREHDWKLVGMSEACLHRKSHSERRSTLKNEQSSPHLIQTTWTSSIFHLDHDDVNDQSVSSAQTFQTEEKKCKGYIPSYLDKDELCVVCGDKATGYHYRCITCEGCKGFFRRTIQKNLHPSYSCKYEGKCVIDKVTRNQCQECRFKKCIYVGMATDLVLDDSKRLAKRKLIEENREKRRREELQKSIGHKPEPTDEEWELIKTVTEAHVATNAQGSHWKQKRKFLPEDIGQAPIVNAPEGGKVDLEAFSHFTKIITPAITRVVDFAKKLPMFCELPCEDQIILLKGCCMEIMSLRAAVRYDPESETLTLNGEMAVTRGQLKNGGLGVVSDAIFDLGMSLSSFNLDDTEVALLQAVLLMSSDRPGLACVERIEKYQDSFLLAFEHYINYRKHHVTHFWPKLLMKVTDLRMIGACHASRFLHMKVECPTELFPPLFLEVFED
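Assay buffer: 20 mM Tris-HCl, 100 mM NaCl, 10% glycerol, 1 mM EDTA, 0.01% NP-40, 1 mM DTT, 1 uM T3, 5% DMSO; TRb LBD 0.6 uM, Texas Red SRC2 20 nM; FP after 5 hr.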
TR SRC2 fluor cs = alters Texas Red total fluorescence, flagging assay interference; TRb/SRC2 Texas Red total fluorescence interference; Potency, µM (highest dose often 106 µM), for the others: at the highest dose fluorescence change, negative = quenching; 0.29% of 280,000 active; active means well fitted curve in either direction with a large enough effect; inconclusive means small, poorly fitted or top-dose-only effect; further: on the % scale 0 is the no-effect control and ±100 the full control effect
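Flags fluorescent or light-absorbing compounds by total fluorescence, S + 2P, at 555 nm excitation and 632 nm emission. Mixture: 20 nM Texas Red SRC2 peptide, 0.6 uM human TRb LBD, 1 uM T3, 5% DMSO; compound exposure 5 h at ambient temperature.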
L3MBTL1 block = blocks human L3MBTL1. Q9Y468. AlphaScreen L3MBTL1–H3K9me1 peptide binding. Potency, µM (doses to about 57.1 µM), inactives show at the top dose activity, negative = inhibition, most hits filed as inhibitors. 0.66% of 230,000 active. AID 485360; further: on the % scale 0 is the no-effect control and ±100 the full control effect; nearly all actives have a fitted effect of over 60% in size
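Read-out is AlphaScreen signal from streptavidin donor and nickel chelate acceptor beads (10 ug/mL final each) bridging L3MBTL1 (50 nM) and biotinylated K9-monomethylated H3(1-15) peptide (75 nM), after 30 min compound exposure at room temperature.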
Tau fluor counter = counter-screen for tau fibril formation inhibitors; tau K18 P301L Alexa594 fluorescence, heparin fibrillization; Potency, µM (doses to about 57.7 µM), without a hit: at the top dose activity change, negative = decrease; 0.93% of 280,000 active; AID 1463; further: on the % scale 0 is the no-effect control and ±100 the full control effect; nearly all actives have a fitted effect of over 55% in size
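Human K18 P301L tau (15 uM unlabeled plus 0.24 uM Alexa 594-labeled, final) in 100 mM sodium acetate pH 7 was mixed with compound and 20 uM heparin and incubated 6 hr at 37 C.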
Tau fibril FP = tau fibrillization inhibition (FP) | K18 P301L tau heparin fibrillization, Alexa594 FP, 6 h | Potency, µM (doses to about 57.7 µM), without a hit: at the highest dose activity, negative = inhibition, most hits filed as inhibitors | 0.39% of 280,000 active; further: on the % scale 0 is the no-effect control and ±100 the full control effect; nearly all actives have a fitted effect of over 55% in size
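Quantitative HTS format: compounds meet 15 uM recombinant K18 P301L tau and Alexa 594-tau tracer in 100 mM sodium acetate pH 7; 20 uM heparin triggers fibrillization at 37 C over 6 hr; FP gives the signal.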
RECQ1 inh = inhibitors of human RECQ1 DNA helicase; RECQ1 DNA unwinding, red fluorescence kinetic read; Potency, µM (series often up to 57.3 µM), inactives show at the top dose activity, negative = inhibition, hits mostly inhibitors; 0.54% of 240,000 active;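 further: plate controls were vehicle for no effect and no enzyme for full effect; nearly all actives have a fitted effect of over 30% in size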
Target sequence (P46063 whole entry, looked up): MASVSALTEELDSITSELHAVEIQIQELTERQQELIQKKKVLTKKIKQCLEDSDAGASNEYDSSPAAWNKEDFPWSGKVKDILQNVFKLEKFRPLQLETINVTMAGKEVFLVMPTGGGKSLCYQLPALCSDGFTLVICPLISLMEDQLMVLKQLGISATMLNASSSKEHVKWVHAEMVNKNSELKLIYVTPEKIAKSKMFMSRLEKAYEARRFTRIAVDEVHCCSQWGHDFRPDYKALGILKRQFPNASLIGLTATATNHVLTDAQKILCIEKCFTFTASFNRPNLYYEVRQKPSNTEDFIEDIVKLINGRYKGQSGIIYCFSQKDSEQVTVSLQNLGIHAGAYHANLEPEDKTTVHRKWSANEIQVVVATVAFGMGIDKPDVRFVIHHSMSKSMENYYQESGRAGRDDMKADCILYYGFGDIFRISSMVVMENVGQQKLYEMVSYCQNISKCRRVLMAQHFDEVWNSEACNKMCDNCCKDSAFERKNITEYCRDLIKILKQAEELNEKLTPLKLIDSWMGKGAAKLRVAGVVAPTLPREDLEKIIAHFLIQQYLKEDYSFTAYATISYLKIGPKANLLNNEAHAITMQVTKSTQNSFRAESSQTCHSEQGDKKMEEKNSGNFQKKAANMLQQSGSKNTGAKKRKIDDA
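50 nM RECQ1T1 preincubated 15 min with compound in Tris pH 8.0 buffer with MgCl2, DTT, Tween-20 and 2.5 ug/ml poly(dI-dC); started with 200 nM TAMRA/BHQ-2 forked duplex and 2 mM ATP. Unwinding read as fluorescence (525/598 nm), two reads 2 h apart.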
Tau fibril ThT = tau fibrillization inhibition (ThT binding) | P10636 | recombinant tau K18 P301L (four-repeat tau fragment), heparin-induced fibrillization, ThT fluorescence | Potency, µM (highest dose often 57.4 µM), for the others: top-dose activity, negative = inhibition, actives largely listed as inhibitors | 2.1% of 270,000 active | AID 1460; further: on the % scale 0 is the no-effect control and ±100 the full control effect; nearly all actives have a fitted effect of over 55% in size
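Recombinant human tau K18 fragment […] carrying P301L, 15 uM unlabeled plus 0.24 uM Alexa 594-labeled, was fibrillized with 20 uM heparin in 100 mM sodium acetate pH 7 for 6 hr at 37 C; 30 uM ThT fluorescence read after 1 hr.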
HTT ATP protect = cytoprotection in Huntington HTT-Q103 PC12 cell model | PC12 HTT-Q103 induced, cytoprotection, ATP luminescence, 40 h | Potency, µM (series often up to 56.4 µM), without a hit: cytoprotection (ATP increase), usual class: activators | 0.14% of 230,000 active | AID 1471;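 further: % of control where 0% means no effect; nearly all actives have a fitted effect of over 45% in size; toxic huntingtin expression switched on by the ecdysone agonist tebufenozide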
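Rat PC12, Q103 Htt exon1-GFP fusion, ecdysone promoter; tebufenozide inducer 100 nM final; compound titration; qHTS, 1500 cells/well; ATPlite luminescent read.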
Active calls of the source: *; i = inactive; ? = inconclusive; / = not tested or not shown; & = joins results of further samples; [ ] = dose if it differs, or a comment. Unless noted, the call rests on the fitted dose curve; in most records, active means well fitted curve in the direction sought with a large enough effect; inconclusive means small, poorly fitted or top-dose-only effect, or another doubt; inactive means no such curve, though single readings can be large; an effect the other way counts as inactive or inconclusive. Potency means the concentration at half of the fitted maximal effect. This is a subset. The share of hits here may be higher or lower than overall.

smiles | TRb SRC2 PPI | TR SRC2 fluor cs | L3MBTL1 block | Tau fluor counter | Tau fibril FP | RECQ1 inh | Tau fibril ThT | HTT ATP protect
COc1ccc(C(CC(=O)O)NC(=O)c2cccs2)cc1 (stereo unspecified) | 2% | -2% | 14% | 6% | 7% | 1% | 4% | 6%[1.9 µM]
CC(=O)N1N=C(c2ccco2)CC1c1cc2ccc(C)cc2nc1Cl (stereo unspecified) | 0% | 0% | -1% | -9% | -2% | -4% | 3% | 1%[10 µM]
O=C(O)c1cccc(NC(=O)C2C3C=CC(C3)C2C(=O)OCC(F)(F)C(F)F)c1 (stereo unspecified) | 4% | 1% | 13%[11.4 µM] | -2% | -1% | -12% | -4% | -11%
Clc1ccc(CN(Cc2ccccc2)C(c2cccs2)c2nnnn2C2CCCC2)cc1 (stereo unspecified) | 3% | 1% | / | -5% | -5% | -7% | -6% | -27%
CC(=O)OC1CC2C(C)(C)C(=O)C=C[C@]2(C)C2CC[C@@]3(C)C(c4ccoc4)OC(=O)C4O[C@@]43[C@]12C (stereo partly specified) | -4% | 0% | / | -9% | -9% | -10% | -15% | ?
COc1cc(CCC(=O)Nc2cc(Cl)ccc2N2CCN(C)CC2)cc(OC)c1OC | -4% | 1% | -14% | -12% | -11% | i | -13% | -15%[10 µM]
COC(=O)c1ccc(CSCC(=O)Nc2ccccc2)cc1 | -8% | -4% | 7% | -3% | -4% | -3% | -16% | -1%[10 µM]
S=C(NCc1ccco1)N1CCN(Cc2ccco2)CC1 | -11% | -3% | 3% | 4% | 5% | 6% | 5% | 24%
CN1CCN(CC(=O)Nc2cc(N3CCOCC3)ccc2[N+](=O)[O-])CC1 | 4% | -2% | 4% | -3% | 2% | -4% | -16% | 14%[10 µM]
CCCn1c(-c2ccc(F)cc2)nc2c(NCCCN(CCO)CCO)nc(C)nc21 | 3% | 2% | / | 7% | 2% | i | 4% | -45%[inhibitor]
CCCOc1ccc(C2=NNC(=O)CC2)cc1 | -1% | 6% | -4% | -11% | ? | -2% | ? | 9%[10 µM]
CCOC(=O)c1cccc(NC(=O)COC)c1 | -15% | 0% | / | -1% | 1% | i | -1% | -2%
O=C1CCC(=O)N1CC(O)COc1ccccc1 (stereo unspecified) | -6% | -3% | -2% | -1% | -2% | -9% | 8% | 25%[10 µM]
CSc1ccccc1-c1n[nH]c(=S)o1 | 0% | -3% | -9% | -1% | -7% | i | -4% | 13%[10 µM]
Cc1ccc(S(=O)(=O)N2C=CC(C(F)(F)F)=NCC2)cc1 | -14% | 1% | / | -9% | -4% | 3% | -7% | 2%
Cc1ccc(Cl)cc1NC(=O)CCn1c(=O)c2cccn2c2cccnc21 | 0% | -1% | / | 4% | 0% | / | 3% | /
O=C(Nc1ccccc1)c1nnn(Cc2ccccc2)c1NC(=O)C(F)(F)F | -8% | -1% | -4% | -12% | 0% | 2% | -13% | -33%
CC(C)CC(C(=O)N1CCc2ccccc2C1)N1C(=O)c2ccccc2C1=O (stereo unspecified) | -7% | -5% | / | -4% | 9% | -10% | -14% | 5%
CC(C)CC1=NN2C(=N)/C(=C\c3coc4ccccc4c3=O)C(=O)N=C2S1 | 22% | -22% | / | ? | ? | ? | 32µM* | -43%[inhibitor]
Cc1ccc(/C(C#N)=C\c2cn(C)c3ccccc23)cc1 | -2% | 0% | -3% | ? | 9% | -3% | -7% | -3%[1.9 µM]
Cc1ccc2nc(NC(=O)C3CCCN3C(=O)OC(C)(C)C)sc2c1 (stereo unspecified) | -8% | -5% | ? | -10% | 9% | -3% | -3% | -39%[inhibitor]
CCOc1ccc(NC(=O)NCc2cccn2Cc2ccccc2)cc1 | 5% | -15% | / | -20% | 2% | / | -7% | /
O=C(CCn1c(=O)c2ccccc2n(Cc2ccccc2)c1=O)NC1CCN(Cc2ccccc2)CC1 | 2% | -2% | / | -29% | 3% | -12% | / | 21%[10 µM]
COc1ccccc1CNC(=O)c1ccc(OCc2c(C)noc2C)c(OC)c1 | 6% | 2% | / | 0% | -1% | -1% | 5% | -6%
Cc1cc(C)c2c(=O)cc(CSCC(=O)Nc3nnc(C)s3)[nH]c2c1 | -5% | 0% | / | 1% | -1% | / | -3% | /
CC(=O)Nc1ccc(S(=O)(=O)Nc2nc3ccccc3nc2Nc2ccc(S(N)(=O)=O)cc2)cc1 | -2% | 0% | 0% | -26% | -4% | 3% | ? | -1%[10 µM]
OC(C#CCN1CCOCC1)c1cccs1 (stereo unspecified) | -3% | -4% | 41%[activator] | 8% | 3% | -3% | 6% | 4%
C#C[C@]1(O)CC[C@H]2[C@@H]3CCc4cc(OC5CCCC5)ccc4[C@H]3CC[C@@]21C | 8%&0% | -3%&-1% | / | -17% | ? | -23% | ? | -166%[inhibitor]
COc1ccc(CCNC(=O)c2cn3ccc(C)cc3n2)cc1OC | -6% | -2% | -27% | -3% | -5% | -2% | -8% | -43%[inhibitor]
O=S(=O)(Nc1ccc(-n2cnnn2)cc1)c1ccc(F)c(F)c1F | 6% | -1% | 0% | 5% | 5% | -5% | -8% | 9%[10 µM]
Cc1ccc(C(=O)c2cn(Cc3ccccc3F)c3cc4c(cc3c2=O)OCCO4)cc1 | 3% | -1% | / | -9% | 0% | / | 2% | /
COc1ccc(N2CCN(C(=O)c3cn(C4CCCC4)c(=O)c4c3c3ccccc3n4C)CC2)cc1 | 9% | 1% | / | -27% | 8% | -13% | ? | 16%[10 µM]
Cc1csc(N(C(=O)Cc2ccccc2F)c2ccccc2)n1 | 1% | -11% | -13% | -6% | -1% | -2% | -1% | 4%[10 µM]
COc1ccc(-c2nc(S(=O)(=O)c3ccc(C)cc3)c(NCc3ccccc3)o2)cc1 | 6% | -2% | / | -9% | -2% | / | ? | /
CCCn1ncc(CN2CCN(Cc3ccc(C)o3)C(CCO)C2)c1C (stereo unspecified) | -1% | 4% | -1% | -3% | 0% | 8% | -4% | -13%[10 µM]
COCCN1C(=O)N[C@@H](c2cccc(C(F)(F)F)c2)C(C(=O)OC)=C1C | -3%[11.2 µM] | 0%[11.2 µM] | / | -5%[11.6 µM] | -1%[11.6 µM] | -7%[11.5 µM] | 4%[11.5 µM] | 0%[10 µM]
CCCN(C(=O)Cn1ncc2c(=O)oc3ccccc3c21)c1cccc(C)c1 | -6%&4% | 1%&1% | / | -13%&-7% | -7%&0% | -2% | -6%&-8% | -14%
CC(=O)Oc1ccc2cc(-c3ccccc3)c(=O)oc2c1 | 0% | 1% | 11% | -7% | -8% | -5% | -15% | 25%[10 µM]
COc1cccc(N2CC(NC(=O)/C=C\c3ccc(OC)c(OC)c3)CC2=O)c1 (stereo unspecified) | 6% | 0% | / | -10% | ? | / | -6% | /
CCCCN(CC)Cc1ccc(CNC(=S)Nc2cccc(F)c2)o1 | 0% | 0% | / | -15% | -2% | 13% | -11% | -9%
CSc1sc(-c2ccnc(=S)[nH]2)c(-c2ccccc2)c1C#N | 0% | -4% | 10% | -18% | 18% | 1% | ? | -10%[10 µM]
COc1ccc(S(=O)(=O)N2CCC(C(=O)N3CCC(C(N)=O)CC3)CC2)cc1Cl | 4% | 0% | 0% | -5% | -6% | 4% | -9% | -13%[10 µM]
CCC(C)/C=C/C1=CC2=C(Cl)C(=O)C3(C)OC(=O)C(C(=O)C(C)C(C)O)C3C2=CO1 (stereo unspecified) | -7% | -2% | -19% | -18% | -4% | -19% | ? | -10%[10 µM]
Cc1cc(C=O)c(C)n1-c1ccc(Oc2ccc([N+](=O)[O-])cn2)cc1 | 7% | -1% | -16% | -11% | 3% | -10% | ? | /
COC(=O)c1cc(OC)c(OC)cc1NC(=S)N1CCCCC1 | -13% | 2% | 0% | -4% | -5% | i | -12% | -16%
O=C(Nc1ccc2snnc2c1)N1CCOCC1 | 0% | -4% | 4% | 6% | 7% | -4% | 1% | -6%[10 µM]
CCc1c(C)nc2c(OC)cccc2c1Cl | 3%[53 µM] | 0%[53 µM] | 0% | -7% | -2% | -7% | -8% | 6%[10 µM]
CCCCn1c(=O)c2c(c3ccccc31)OCC(=O)N2 | 1% | -3% | 8% | 3% | -7% | -6% | -3% | -24%[0.074 µM]
N#C/C(=C\c1ccc(Cl)s1)C(=O)N1CCN(c2ccccc2)CC1 | -5%[53 µM] | -3%[53 µM] | -4% | -11% | 6% | -2% | ? | 25%[10 µM]
CCOC(=O)c1cc(NC(=O)NCc2ccco2)c(C)nc1C | 4% | 1% | -8% | 1% | 0% | i | -1% | -13%
Cc1ccc(CNC(=O)CCS(=O)(=O)c2cc(Br)cc3c2N(C(=O)C2CC2)CC3)cc1 | 4% | -1% | / | -13% | 6% | / | -11% | /
CCc1ccccc1NC(=O)N1CCC(NC(=O)C(Cc2ccc(OC)c(OC)c2)NC(C)=O)CC1 (stereo unspecified) | -2% | 1% | -7% | 1% | -7% | -5% | -4% | -24%
CCN1CCN(c2cc(C)c3cc(NC(=O)c4ccccc4F)ccc3n2)CC1 | 8%&-14% | -1%&-3% | / | -29%&-26% | -2%&9% | -5% | ? | ?
COc1ccc(CCC(=O)Nc2sccc2C#N)cc1 | -6% | 7% | 1% | -6% | 0% | i | -17% | -27%
O=C(O)[C@@H]1C[C@@H](C(=O)O)N1 | -1%&-18%&-1% | -5%&-11%&-2% | / | -3%&4%&-1% | 1%&1%&-1% | -11%&-1% | -4%&15%&1% | -9%

Some of the entries so far, with two lines to a compound:
Order of results: TRb SRC2 PPI	TR SRC2 fluor cs	L3MBTL1 block	Tau fluor counter	Tau fibril FP	RECQ1 inh	Tau fibril ThT	HTT ATP protect
COc1ccc(-c2nc(S(=O)(=O)c3ccc(C)cc3)c(NCc3ccccc3)o2)cc1
→ 6%	-2%	/	-9%	-2%	/	?	/
CCCn1ncc(CN2CCN(Cc3ccc(C)o3)C(CCO)C2)c1C (stereo unspecified)
→ -1%	4%	-1%	-3%	0%	8%	-4%	-13%[10 µM]

Compound activity deposited in PubChem BioAssay by National Center for Advancing Translational Sciences (NCATS).
